proKLK7 act: activates the human kallikrein-7 zymogen. AID 652039. purified proKLK7, EDANS-DABCYL substrate fluorescence; 100% is mature enzyme control, 0% vehicle. 370,000 tested, 0.9% active. activation, % at 7 µM;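 active = activation above the mean of all tested compounds plus 3 SD, computed per campaign excluding outliers beyond control limits, cut at about 13% in these data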
TCR-CD3 inh: blocks the human TCR-CD3 interaction | TAMRA-labeled TCR probe fluorescence, biochemical | inhibition, % at 9.4 µM | 360,000 tested, 0.37% active | AID 651800; in the data active = inhibition above about 19%;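 also: recombinant mutant TCR 2C K166C tagged with TAMRA read by polarization; 0% = receptor in buffer alone and 100% = receptor with positive control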
Tn6 DDE FP: DD(E)-Tn6 binding inhibition, primary FP screen; P02675; Fibrin DD(E) TRITC-Tn6 fluorescence polarization displacement; inhibition, % at 8.3 µM; 370,000 tested, 0.21% active; AID 720509;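 active = inhibition above a per-campaign cutoff: mean of compounds within control limits plus 3 SD, cut at about 15% in these data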;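 also: 0% = median of all compound wells on the plate and 100% = blocking peptide control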
DDE Tn7 FP inh: DD(E)-Tn7 binding inhibition, primary FP screen; P02675; FP displacement of FITC-Tn7 peptide from fibrin DD(E); 0% = median of compound wells per plate; inhibition, % at 8.3 µM; 370,000 tested, 0.13% active; AID 720508;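 active = inhibition above the mean of compounds falling within the control limits plus 3 SD of them, cut at about 14% in these data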;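 also: 0% = plate median of compound wells and 100% = 10 µM Aha-Tn7 peptide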
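Assay system: human fibrin DD(E) protein / Input: 2 µM fibrin DD(E) / Benchmarks: high control of 10 µM Aha-Tn7 peptide / Measured by: fluorescence polarization of the labelled Tn7 tracer / Medium: Tris buffer with calcium and detergent, pH 7.8 / Timing: 10 min compound pre-incubation, 3 h probe incubation at room temperature / Repeats: one replicate per compound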
TDP2 absorb: TDP2 (human) inhibition, absorbance primary screen | O95551 | recombinant TDP2, T5PNP hydrolysis, p-nitrophenol absorbance 415 nm | inhibition, % at 12.8 µM | 370,000 tested, 0.34% active | AID 720702;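 active = inhibition above the mean of all tested compounds plus 3 SD, set per campaign, cut at about 25% in these data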;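 also: 0% = DMSO with enzyme and 100% = buffer with substrate but no TDP2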
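System – recombinant human TDP2 · Quantity – TDP2 enzyme at 120 nM final · Doses – single concentration, 12.8 µM nominal, with 1% DMSO · Incubation – 2 h at 37 °C · Measured by – epi absorbance of p-nitrophenol freed from T5PNP by hydrolysis · Read-out – % inhibition relative to enzyme-containing and enzyme-free wells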
SIAE primary: human SIAE inhibition, primary screen; AID 1053197; inhibition, % at 9.66 µM; Q9HAT2; 370,000 tested, 0.69% active; SIAE FP-Rh probe binding, fluorescence polarization;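 active = inhibition above a cutoff: mean of compounds within the control limits plus 3 SD of those, cut at about 17% in these data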;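 also: 0% = plate median of compound wells and 100% = probe without SIAE protein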
Target sequence (Q9HAT2 whole entry, looked up): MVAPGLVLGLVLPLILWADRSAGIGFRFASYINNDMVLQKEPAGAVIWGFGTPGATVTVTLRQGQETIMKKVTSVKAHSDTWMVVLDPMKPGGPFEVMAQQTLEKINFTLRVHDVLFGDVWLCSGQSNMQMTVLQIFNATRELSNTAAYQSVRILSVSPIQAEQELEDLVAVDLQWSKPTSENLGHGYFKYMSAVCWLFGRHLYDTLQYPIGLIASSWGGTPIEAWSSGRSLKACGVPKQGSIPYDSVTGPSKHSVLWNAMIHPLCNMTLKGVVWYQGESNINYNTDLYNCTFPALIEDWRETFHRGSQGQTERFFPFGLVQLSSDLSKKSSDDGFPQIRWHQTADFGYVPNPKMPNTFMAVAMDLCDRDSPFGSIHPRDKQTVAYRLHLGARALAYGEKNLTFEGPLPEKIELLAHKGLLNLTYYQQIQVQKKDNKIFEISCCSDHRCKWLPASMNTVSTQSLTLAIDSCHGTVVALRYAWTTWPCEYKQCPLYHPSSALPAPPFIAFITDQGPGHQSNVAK
UHRF1 MBD2 ctr: UHRF1 methyl-DNA binding inhibition. 370,000 tested, 0.75% active. AID 687016. inhibition, % at 4.4 µM. UHRF1 binding to methylated oligo, TR-FRET. Q96T88; in the data active = inhibition above about 21%;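 also: UHRF1 SRA domain binding a hemimethylated CpG hairpin DNA probe; 0% = median of test compound wells and 100% = reference inhibitor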
PRMT1 inh: PRMT1 (human) inhibition, primary screen | recombinant PRMT1, activity-based probe fluorescence polarization | 370,000 tested, 1.3% active | inhibition, % at 2.79 µM;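 active = inhibition above about 21% made by adding two undisclosed values, limit read from the data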
MBD2 DNA inh: inhibitors of human MBD2 binding to methylated oligonucleotide | Q9UBB5 | TR-FRET | inhibition, % at 4.4 µM | 370,000 tested, 0.31% active; in the data active = inhibition above about 13%
Target sequence (Q9UBB5 whole entry, looked up): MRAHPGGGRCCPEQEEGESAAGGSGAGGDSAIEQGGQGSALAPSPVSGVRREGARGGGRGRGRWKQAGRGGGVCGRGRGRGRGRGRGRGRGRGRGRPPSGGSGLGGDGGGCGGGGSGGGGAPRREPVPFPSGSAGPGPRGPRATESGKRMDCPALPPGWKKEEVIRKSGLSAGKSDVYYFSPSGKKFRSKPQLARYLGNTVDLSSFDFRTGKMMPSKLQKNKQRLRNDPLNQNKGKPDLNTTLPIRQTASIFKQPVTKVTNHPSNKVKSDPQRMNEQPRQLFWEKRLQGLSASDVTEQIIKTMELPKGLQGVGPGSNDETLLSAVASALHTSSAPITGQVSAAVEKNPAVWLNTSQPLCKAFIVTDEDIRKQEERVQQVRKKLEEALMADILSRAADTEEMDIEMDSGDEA
LEDGF integ inh: blocks HIV-1 LEDGF/p75-dependent DNA integration. TR-FRET IN-LEDGF/p75 DNA integration, Eu/Cy5. inhibition, % at 3.7 µM. 370,000 tested, 0.64% active. AID 743269;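 active = inhibition above the screen-wide mean plus 3 SD, cut at about 13% in these data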;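 also: signal is the Cy5 over europium emission ratio at 671 and 618 nm; 0% = plate median of compound wells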
Active calls of the source: *.

Order of values: proKLK7 act, TCR-CD3 inh, Tn6 DDE FP, DDE Tn7 FP inh, TDP2 absorb, SIAE primary, UHRF1 MBD2 ctr, PRMT1 inh, MBD2 DNA inh, LEDGF integ inh
1	COc1ccccc1OCC(=O)N1CCCC(Nc2ccc(C)c(C)c2)C1 (configuration not stated)
 : 0.0, -4, 5, 5, -8, -2, -2, 0, -2, -1
2	CCCCNC(=O)C1(C)CCN1C(=O)c1ccc2sccc2c1 (configuration not stated)
 : 0.0, -4, 0, -1, -6, -1, 2, 3, 2, -1
3	COc1ccc(C(CNC(=O)COc2cc(C)c(Cl)c(C)c2)N2CCCCC2)cc1 (configuration not stated)
 : 0.2, 3, -5, 5, 19, -2, -1, -1, -7, -2
4	COC(=O)c1cc2oc(C)cc2n1CC(=O)Nc1ccc(C)c(C)c1
 : 2.4, 5, 3, 7, -7, 1, -5, 3, -6, 2
5	CN(C)CCNC(=O)/C=N/O
 : 0.0, 1, -1, -7, -11, 2, 2, -3, -3, 2
6	CC1CCCC(NC(=O)c2nn(C)c3c2CS(=O)(=O)c2ccccc2-3)C1C (configuration not stated)
 : 0.7, 8, 4, 1, 17, 9, -2, -1, -5, 1
7	Cc1cccc2cc3c(nc12)-c1ccccc1C3=O
 : -1.0, -5, 4, -4, -12, 4, 3, -3, 2, 1
8	Cn1c(N)c(C(=O)COC(=O)C2CC(=O)N(Cc3ccccc3)C2)c(=O)n(C)c1=O (configuration not stated)
 : -0.1, 1, -2, 0, -1, -1, 0, 3, -2, 0
9	O=C(NCc1cccnc1)C(=O)NCC1OCCN1S(=O)(=O)c1ccc(F)cc1 (configuration not stated)
 : 0.7, 6, 1, 7, -1, -2, 1, 0, -2, 0
10	COC(=O)c1ccccc1NC(=S)N1CCOCC1
 : -0.7, -5, -10, -2, -16, 2, 0, -1, 0, -2
11	Nc1ccc(-n2cc(-c3ccccc3)[nH]c2=S)cc1
 : -0.1, 6, -6, -10, -6, -2, -5, 45*, -2, 8
12	O=C(Nc1ccccc1[N+](=O)[O-])c1nc[nH]c1C(=O)NCCO
 : -0.1, 13, -2, 6, -9, -3, -2, -6, -4, 0
13	O=C(Cc1ccc(Cl)cc1)Nc1ccccc1N1CCN(C(=O)c2ccccc2)CC1
 : 0.5, 7, 0, 4, -1, 2, -3, 0, 2, 2
14	O=S(=O)(c1cccs1)N1CN(Cc2cccs2)c2nc3ccccc3nc21
 : 0.2, -3, 1, -6, -13, -5, 2, 1, 6, 1
15	CCn1c(SCC(=O)Nc2ccc(C)cc2)nc2nc3c(cc2c1=O)COC(C)(C)C3
 : -0.4, -6, 10, 5, -2, -4, 4, 4, 3, 0
16	Cc1ccc(S(=O)(=O)N2CCC(C(=O)OCC(=O)N3CCC(C)CC3)CC2)cc1C
 : 0.4, 0, -14, 7, 0, -2, -3, -3, -1, -1
17	COc1cccc(NC(=O)CSc2nc3ccccc3c(=O)n2CCCC(=O)N2CCCC2)c1
 : 0.0, 3, -7, 7, -14, 1, -1, 0, -6, 2
18	COCCOC(=O)c1c(C)nc(SCC(=O)Nc2ccc(OC)cc2)c(C#N)c1-c1ccco1
 : -0.6, -6, 5, 5, -10, 0, 1, 2, -2, 1
19	Cc1ccc(S(=O)(=O)Nc2nnc(C(C)(C)C)s2)cc1
 : -0.7, -2, 6, 0, -5, 1, -2, 6, 1, -1
20	Cc1ccc(C(=O)n2cnnc2N)cc1
 : 0.3, -2, -6, 0, -2, -9, -1, -1, -3, 2
21	CCCCNC(=O)C[C@@H]1C[C@@]2(C(=O)OC)CC(C)(C)CC=C2N(Cc2ccco2)C1=O
 : 0.0, 0, 5, -2, 9, -5, 0, 4, -7, 1
22	O=C(Cc1c(Cl)cccc1Cl)OCC(=O)c1ccc[nH]1
 : 0.0, 2, 8, 0, -2, -6, -2, -3, -2, 0
23	COc1ccc(CCSc2nnc(C3CCCCC3)n2N)cc1
 : 0.7, 3, 1, -4, -9, -4, 1, -1, 2, 1
24	CCOc1cc(C(=S)N2CCOCC2)ccc1OS(=O)(=O)c1ccc(C)cc1
 : 0.2, 2, -7, 9, -2, -6, 2, 8, 2, -8
25	COc1cccc2cc(-c3nc(-c4cccs4)cs3)c(=O)oc12
 : -2.8, 9, -7, -2, 5, -7, 0, 11, 0, 3
26	O=C(NCC1CCCCC1)c1cc(S(=O)(=O)N2CCOCC2)ccc1F
 : -0.4, -3, 2, 6, 3, 79*, 12, 2, 5, -8
27	Cc1ccc(NC(=O)c2cc(S(=O)(=O)N(C)C)ccc2N2CCCC2)cc1F
 : -0.6, 3, 0, 2, -11, 5, 1, -9, -4, 4
28	O=C(CN(c1ccccc1)S(=O)(=O)c1ccccc1[N+](=O)[O-])NN=C1CCCCCCC1
 : -0.1, -1, 1, -3, 2, -5, 1, 2, 4, 5
29	COc1cccc(NC(=O)CSc2nc3c([nH]c4ccccc43)c(=O)n2C)c1
 : 0.1, 2, -2, -10, -5, -2, 0, -2, 2, 2
30	Cc1ccc(NC(=O)N2CCC(O)(c3cccnc3)CC2)cc1
 : 0.0, 4, -6, -10, -15, 3, 0, -2, -5, 2
31	COc1ccc(O)c(C(=O)CC(=O)c2ccncc2)c1
 : 14*, 3, 2, -3, 10, 1, -20, -6, -1, 3
32	COc1ccc(CNC(=O)CCCOc2cc(=O)n(C)c3ccccc23)cc1
 : 0.3, 1, -5, 3, 1, 1, -1, -1, -4, 0
33	CN1CCC[C@@H]1CCO[C@](C)(c1ccccc1)c1ccc(Cl)cc1
 : 0.5, 6, -3, 4, -2, 5, 2, 1, -5, 1
34	CCOC(=O)N1CCC(NC(=O)CS(=O)(=O)Cc2nc(-c3ccc(C)cc3)oc2C)CC1
 : -0.2, -8, -7, -4, -7, -7, 2, 6, 0, -3
35	CC1CCN(CC(=O)Nc2ccc(S(=O)(=O)N3CCCC(C)C3)cc2)CC1 (configuration not stated)
 : 0.7, -6, -5, 1, 0, -4, 2, -4, 4, 1
36	Cc1c(C=O)c2ccccn2c1C(=O)c1ccccc1
 : -0.1, 5, -1, -13, -12, 0, 1, 2, 1, -1
37	COc1ccc(CSCC(=O)Nc2ccccc2)cc1[N+](=O)[O-]
 : 0.5, -4, 1, 5, -5, -6, 4, -1, 2, 5
38	CN(C(=O)CSc1nc(-c2cccs2)nc2ccccc12)C1CCS(=O)(=O)C1 (configuration not stated)
 : 0.1, 0, -4, 2, -14, 1, 0, -8, -1, 4
39	O=C(NC(=S)Nc1ccc(N2CCCCC2)cc1)c1cccs1
 : 0.4, 2, 4, -6, -7, 11, -3, 2, -8, 3
40	COc1ccc(/C=C(/NC(=O)c2ccccc2)C(=O)N2CCCCC2)cc1OC
 : 0.1, -1, 1, 1, 10, -2, -1, 1, -1, 2
41	Cc1ccc(-c2nnc(SCC(=O)N(C)C)nc2-c2ccc(C)cc2)cc1
 : 0.4, 3, 9, -10, -19, -8, 3, -2, 2, 1
42	CCC1CCCCN1C(=S)NC(=O)c1cccc([N+](=O)[O-])c1 (configuration not stated)
 : 0.1, 3, 5, 5, 0, 2, -2, 2, -3, 7
43	Cc1ccc(C(=O)N2CCCC(N3CCN(c4cccc(C(F)(F)F)c4)CC3)C2)s1 (configuration not stated)
 : 0.6, 8, 9, 9, -1, 4, 0, 0, -3, -3
44	Cc1cc(NC(=O)CCCSc2nc(-c3ccco3)cc(C(F)(F)F)n2)no1
 : -0.1, -3, -6, -1, -2, -2, -1, 1, 4, 2
45	COC(=O)CSc1nnc([C@H](CC(C)C)NC(=O)OC(C)(C)C)o1
 : -0.4, -2, -5, 7, -21, 1, 1, -3, -5, 5
46	O=C(N/N=C/c1ccc(O)cc1)c1ccc(COc2cc(Cl)ccc2Cl)o1
 : -9.5, -2, -13, -1, -5, -17, 1, -1, 2, 4
47	Cc1ccc(-c2cc(C(=O)O)n[nH]2)s1
 : -0.5, -5, 9, 1, 2, 3, 5, 2, -1, -7
48	COc1ccc([C@@H]2[C@@H]3C(=O)N(C(C)(C)C)C(=O)[C@@H]3[C@]3(Cc4ccc(Cl)cc4)C(=O)N(c4cccc(F)c4)C(=O)N23)cc1
 : -0.6, 8, 5, 2, -4, -6, 2, -4, 2, -1
49	Cc1cccc(-n2c(CNC(=O)c3ccc(S(=O)(=O)N(C)C)cc3)nnc2SCC(=O)Nc2ccc(F)cc2)c1
 : 0.0, 0, 3, 8, 2, -2, 6, 1, 0, -6
50	O=C(O)CSc1cccc[n+]1[O-]
 : 0.6, -2, 2, 1, 11, -3, 3, 1, 1, -5
51	Cc1cc(C)c(C#N)c(SCC(=O)CC(=O)OC(C)C)n1
 : 45*, 4, 0, 2, -2, 9, -2, 1, -6, -4
52	O=C(NC(=S)Nc1cc(Cl)ccc1Cl)c1ccco1
 : -1.3, -3, 0, -4, -10, -4, 2, -3, -2, 3
53	C=CS(=O)c1sc(Cl)c(N2CCOCC2)c1[N+](=O)[O-] (configuration not stated)
 : 0.6, 1, -3, -2, -6, -4, -10, 73*, 2, 2
54	Cc1ccc(N2C(=S)SC3CS(=O)(=O)CC32)cc1 (configuration not stated)
 : 0.3, -2, -1, -1, 5, 12, 0, 1, -5, 1
55	OC(c1ccc(F)cc1)c1ncc(-c2ccccc2Cl)[nH]1 (configuration not stated)
 : -0.4, 1, 5, 6, -3, -6, 1, 1, -1, -4
56	Cc1ccc(SCCC(=O)NC(C(C)C)C(C)C)cc1
 : -0.2, -9, -4, -3, -6, -3, 7, 3, 1, -6
57	COC(=O)c1ccc(OCCCCN(C)Cc2ccccc2)cc1
 : -0.1, -9, 6, 0, 4, 0, 1, -1, 3, 0
58	Clc1cnc(N/N=C/c2cccs2)c(Cl)c1
 : 0.6, -4, 0, -1, -2, 0, 1, -2, -1, -1

Compound activity deposited in PubChem BioAssay by The Scripps Research Institute Molecular Screening Center.
